mouse EphA4 binding = inhibitors of EphA4 binding to KYL peptide, primary screen, biochemical, colorimetric, mouse EphA4 (AID 689); EphA4-AP binding to KYL peptide, pNPP A405; higher % means a stronger effect; inhibition, % at 10 µM; hits with a dose series show IC50 in µM; 62,000 compounds, 0.1% hits; in the data active = a potency from the dose series; inactive = the rest, 99 in 100 with inhibition below about 22%
* hit, by the source's call; & = joins results of further samples.

SMILES	mouse EphA4 binding
Cc1nn(Cc2ccccc2)c2c1C(c1cccc(Cl)c1)C(C#N)=C(N)O2 (stereo unspecified)	17%
Cc1cccc(NC(=O)c2cc(N3CCOCC3)nc3ccccc23)c1	-17%
O=C(COc1ccc(Br)cc1)c1ccc2c(c1)CCCC2	-1%
CC1=CC(C)(C)N(C)C(=O)N1c1ccc(Cl)cc1	2%
Cc1cc([N+](=O)[O-])cnc1NC(C)c1ccccc1 (stereo unspecified)	0%
COC(=O)c1c(NC(=O)CN2CCCC(C)C2)c2c(C)cccc2n1C (stereo unspecified)	-4%
O=C(CSc1nc2ccccc2s1)NCCOc1ccc(Cl)cc1	-9%
CC1CN(C(NC(=O)C(C)(C)C)C(Cl)(Cl)Cl)CC(C)O1 (stereo unspecified)	-5%

2 entries picked at random from the list so far, as already listed:
SMILES	mouse EphA4 binding
Cc1nn(Cc2ccccc2)c2c1C(c1cccc(Cl)c1)C(C#N)=C(N)O2 (stereo unspecified)	17%
O=C(COc1ccc(Br)cc1)c1ccc2c(c1)CCCC2	-1%

The list goes on.
SMILES	mouse EphA4 binding
CCOc1cc2[nH]c(=O)n(CCCC(=O)NCc3ccc(OC)cc3)c(=O)c2cc1OCC	-6%
Cc1cccc(Cn2c(C(=O)OC(C)C)cc3c2ccn3C)c1	-9%
CSc1ncccc1C(=O)OCC(=O)NC(=O)NCCC(C)C	8%
CSc1cc(-c2ccc(Cl)cc2)c(C(=O)NC(C)C)s1	2%
O=C(c1ccccc1F)N(Cc1ccccc1)C1CCS(=O)(=O)C1 (stereo unspecified)	2%
O=C1CSc2ccccc2N1Cc1ccc(F)cc1	1%
CSc1nc(N)nc(SCC(=O)Nc2ccc(Cl)cc2)c1C#N	2%
Cc1cc(/N=C/C=C2\N(C)c3ccccc3C2(C)C)n(CCC#N)n1	-21%
C=CCNC(=O)c1onc(CSc2cccc(OCC)c2)c1C(=O)O	-6%
CCCSc1nnc(Cn2c(=O)sc3ccccc32)n1-c1ccccc1	-3%
COc1ccc(/C=C/C(=O)NCC(=O)N/N=C/c2cc(Br)ccc2OC)cc1	-17%
CSc1nc2n(n1)C(c1cccc(F)c1)C(C(=O)Nc1ccc(C)cc1C)=C(C)N2 (stereo unspecified)	-12%
CCCN(CCC)c1nc(N)c(C#N)c(CC#N)c1C#N	0%
CC1CCc2c(sc(NC(=O)c3cncc(Br)c3)c2C(N)=O)C1 (stereo unspecified)	2%
Cc1cc2cc(CN(Cc3ccc4c(c3)OCO4)C(=O)c3ccco3)c(=O)[nH]c2cc1C	-2%
Nn1c(Cc2cccc3ccccc23)nnc1SCC(=O)NC1CCS(=O)(=O)C1 (stereo unspecified)	-1%
COc1ccc(C(=O)/C=C/c2ccc(-c3ccc([N+](=O)[O-])cc3)o2)cc1	23%
COc1ccc(N(CC(=O)Nc2cccc(Cl)c2)S(=O)(=O)c2ccc(C)cc2)c(OC)c1	0%
O=[N+]([O-])c1ccc(N2CCN(S(=O)(=O)Cc3ccccc3)CC2)c(Cl)c1	-2%
Cc1cccc(-n2ncc3c(N4CCc5ccccc54)ncnc32)c1	6%
O=C(Cc1cccs1)N1CCCC(c2nc3c(nnn3Cc3ccc(F)cc3)c(=O)[nH]2)C1 (stereo unspecified)	-8%
COc1ccc(OC)c(C(c2nnnn2C2CCCC2)N2CCN(c3ccccc3)CC2)c1 (stereo unspecified)	-5%
Cc1ccc(-c2ccc(=O)n(CC(=O)N3CCN(c4cc(Cl)ccc4C)CC3)n2)cc1	0%
COc1ccccc1N1Cc2ccccc2C1	6%
CCCCOC(=O)Cn1c(=O)c2c(nc(Br)n2Cc2ccccc2)n(C)c1=O	-7%
O=C(c1cccc(C(=O)N2CCc3ccccc32)n1)N1CCc2ccccc21	-6%
COc1ccccc1N1CCN(C(=O)C(NS(=O)(=O)c2cccs2)c2ccccc2)CC1 (stereo unspecified)	-12%
O=C(O)CCCNC(=O)c1cncc(Br)c1	2%
COc1ccc(N(CC(O)Cn2c3ccccc3c3ccccc32)S(C)(=O)=O)cc1 (stereo unspecified)	-6%
COc1ccc(C(=O)Nc2ccccc2-c2nnn(CC(=O)NCc3ccco3)n2)cc1	-2%
O=C1C(c2ccccc2)C(c2ccccc2)NC(c2ccccc2)C1c1ccccc1 (stereo unspecified)	-11%
COc1ccc(C2CC(C(F)(F)F)n3nc(C(=O)N4CCN(c5ccc(F)cc5)CC4)c(Cl)c3N2)cc1 (stereo unspecified)	-10%
CCn1c(C(=O)Nc2ccsc2C(=O)OC)cc2sc(Cl)cc21	-7%
O=S(=O)(NCC1OCCc2ccccc21)c1ccc(S(=O)(=O)N2CCOCC2)cc1 (stereo unspecified)	-20%
Cc1ccc2c(c1)cc(CN(Cc1ccco1)S(=O)(=O)c1ccccc1)c1nnnn12	-19%
O=C(NCc1ccccc1)C(c1cccs1)N(C(=O)c1csnn1)C1CC1 (stereo unspecified)	-3%
COC(=O)c1cccc(N2C(=O)c3ccc(C(=O)c4cccc([N+](=O)[O-])c4)cc3C2=O)c1	-4%
S=c1[nH]c2cc(Cl)ccc2s1	-16%
COc1ccc(Oc2coc3cc(OC(C)=O)ccc3c2=O)cc1	14%
COCCCNC(=O)c1c(F)c(F)c(F)c(F)c1F	-15%
O=C(Nc1ccccc1N1CCN(c2ccc(F)cc2)CC1)C1CCCCC1	-28%
Cc1c(NC(=O)c2nn3c(c2Br)NC(c2ccccc2)CC3C(F)(F)F)c(=O)n(-c2ccccc2)n1C (stereo unspecified)	-5%
COC(=O)c1ccc(NC(=O)c2ccccc2SC)cc1	-13%
COc1ccc(N2CCN(C(=O)CSc3nnc4c(C)cc5cc(C)ccc5n34)CC2)cc1	-7%
CN1C(c2ccc(F)cc2)=CS/C1=C(\C#N)c1nnc2n1-c1ccccc1SC2	2%
CCn1c(CC(=O)Nc2ccc(C)cc2)nnc1SCC(=O)Nc1nc(C)cs1	-10%
NC(=O)C(=O)Nc1ccc(Oc2ccccc2)cc1	-5%
Cc1ccc(NC(=O)C(=O)NCCCOC(C)C)c(C)c1	-11%
COCCn1c(Cc2ccccc2)nnc1SCC(=O)N(C)C	-3%
CCOC(=O)c1c(-c2ccc(C)cc2)csc1NC(=O)C1CC=CCC1C(=O)O (stereo unspecified)	-11%
Cc1cc(C(=O)CSc2nc3ccc(Cl)cc3[nH]2)c(C)n1CC1CCCO1 (stereo unspecified)	5%
Cc1ccc(C)c(Cn2cnc3c(nnn3-c3ccc(F)cc3)c2=O)c1	-14%
C(=N\n1cnnc1)/c1cn(Cc2ccccc2)c2ccccc12	-12%
COc1ncnc2c1NC(=O)CS2	-12%
COc1ccc(N2CCN(C(=O)CSc3nnc(-c4cccnc4)n3-c3ccccc3)CC2)cc1	-8%
O=C(/C=C/c1cccc(Cl)c1)c1nc2ccccc2[nH]1	19%

Remaining list, next part:
SMILES	mouse EphA4 binding
O=C(NCc1cccs1)C1CCC(=O)N1C1CCCCC1 (stereo unspecified)	-8%
O=c1oc2ccccc2c2c1ncn2CCN1CCOCC1	1%
CN(C(=O)COC(=O)c1c[nH]c(=O)[nH]c1=O)C1CCCCC1	-7%
O=C(Nc1ccc(I)cc1Cl)c1cccc(Cl)c1	9%
COc1ccccc1N=C1SC(C)CN1C(=O)C1CCC1 (stereo unspecified)	-6%
Cc1ncc([N+](=O)[O-])n1CCOC(=O)Nc1ccc(Cl)c(Cl)c1	0%
COc1cc(-c2c(C#N)c(N)nc3c2CCCC3)ccc1O	-7%
Cc1cc(O)c(/C=N/Nc2ccccc2Cl)c(=O)o1	-7%
Cc1cc(C)c(-n2c(O)c(C=NCCN3CCOCC3)c(=O)[nH]c2=O)c(C)c1	-11%
COc1cc(/C=N/O)cc(Br)c1OCc1ccc(Cl)cc1	-10%
CSc1ccccc1C(=O)NC1CCCC1	-3%
O=C(c1cnn2c(C(F)(F)F)cc(-c3ccco3)nc12)N1CCCCCC1	12%
O=C(NC12CC3CC(CC(C3)C1)C2)C12CC3CC(C1)CC(n1cnc(Cl)n1)(C3)C2	7%
O=C(CSc1nc2ccccc2c(=O)n1-c1cccc(C(F)(F)F)c1)NC1CC1	5%
CCCCCCn1cnc2c(c1=O)c1nc3ccccc3nc1n2/N=C/c1ccco1	8%
O=C(CSCc1ccc([N+](=O)[O-])cc1)NCCSCc1ccccc1	-6%
c1ccc(OCCSc2nnc3sc4ccccc4n23)cc1	-4%
CC(=O)N1N=C(c2ccc(Br)cc2)CC1c1cccc([N+](=O)[O-])c1 (stereo unspecified)	-5%
N/C(=N\OC(=O)C(c1ccccc1)c1ccccc1)c1cccnc1	-7%&-3%
Cc1ccc(N(C(C)C(=O)O)S(=O)(=O)c2cccnc2)cc1 (stereo unspecified)	6%
CC1(C)CC(=O)C(C=NCCCO)=C(O)C1	-9%
Cc1cccc(-c2nsc(SCC(=O)Nc3nccs3)n2)c1	-8%
CCCNC(=S)Nc1ccc2nc(-c3ccccn3)c(-c3ccccn3)nc2c1	-1%
CC1(C)CC(=O)C(C=Nc2cccc(/N=C/C3=C(O)CC(C)(C)CC3=O)n2)=C(O)C1	0%
N#Cc1c(NC(=O)CSc2ncc(-c3ccccc3)n2CC2CCCO2)sc2c1CCCC2 (stereo unspecified)	-2%
COc1ccc(C2CC(c3c(Cl)cccc3Cl)n3nc(N)nc3N2)cc1 (stereo unspecified)	-3%
Cc1cccc2sc(NC(=O)C3c4ccccc4Oc4ccccc43)nc12	-4%
COc1ccc(/C(O)=C2/C(=O)C(=O)N(CC3CCCO3)C2c2cccc(O)c2)cc1 (stereo unspecified)	-3%
CCOC(=O)N1CCC(NC(=O)c2ccc(CNS(=O)(=O)c3ccc(F)cc3)cc2)CC1	-3%
CCCN(Cc1ccc(N(C)C)cc1)CC1CC1	-17%
CC(C)(C)c1ccc(C2C(C(=O)c3ccco3)=C(O)C(=O)N2c2ncc(S(=O)(=O)c3ccc([N+](=O)[O-])cc3)s2)cc1 (stereo unspecified)	-8%
O=C(O)c1cccc(NS(=O)(=O)c2cccc3cccnc23)c1	-7%
COc1cc(S(=O)(=O)NCc2cccnc2)c(OC)cc1Br	-14%
COc1ccc(-c2cc(C3CCN(c4ncccc4[N+](=O)[O-])CC3)[nH]n2)cc1	9%
Cc1ccc2ncccc2c1NS(=O)(=O)c1ccccc1	1%
Cc1nn(-c2ccccc2)c2nc(-c3ccco3)cc(C(=O)O)c12	40%
Cc1ccc(NC(=O)CSc2nccn2Cc2ccccc2)cc1C	6%
Cc1cccc(N2CCN(C3=NC(=O)C(=C4CCCCC4)S3)CC2)c1	7%
CC(=Nc1cccc2ccccc12)c1cc(Cl)ccc1O	-2%
CCCCCn1c(SCC(=O)OCC)nc2cc(C(=O)NCc3ccco3)ccc2c1=O	-2%
COc1cc(/C=N/Nc2snc(SC)c2C#N)cc(OC)c1OC	-6%
O=C(c1cccs1)N1CCOCC1	-24%

In the list so far, 22 contain an aryl methoxy group.
SMILES	mouse EphA4 binding
CCOc1cc2[nH]c(=O)n(CCCC(=O)NCc3ccc(OC)cc3)c(=O)c2cc1OCC	-6%
COc1ccc(/C=C/C(=O)NCC(=O)N/N=C/c2cc(Br)ccc2OC)cc1	-17%
COc1ccc(C(=O)/C=C/c2ccc(-c3ccc([N+](=O)[O-])cc3)o2)cc1	23%
COc1ccc(N(CC(=O)Nc2cccc(Cl)c2)S(=O)(=O)c2ccc(C)cc2)c(OC)c1	0%
COc1ccc(OC)c(C(c2nnnn2C2CCCC2)N2CCN(c3ccccc3)CC2)c1 (stereo unspecified)	-5%
COc1ccccc1N1Cc2ccccc2C1	6%
COc1ccccc1N1CCN(C(=O)C(NS(=O)(=O)c2cccs2)c2ccccc2)CC1 (stereo unspecified)	-12%
COc1ccc(N(CC(O)Cn2c3ccccc3c3ccccc32)S(C)(=O)=O)cc1 (stereo unspecified)	-6%
COc1ccc(C(=O)Nc2ccccc2-c2nnn(CC(=O)NCc3ccco3)n2)cc1	-2%
COc1ccc(C2CC(C(F)(F)F)n3nc(C(=O)N4CCN(c5ccc(F)cc5)CC4)c(Cl)c3N2)cc1 (stereo unspecified)	-10%
COc1ccc(Oc2coc3cc(OC(C)=O)ccc3c2=O)cc1	14%
COc1ccc(N2CCN(C(=O)CSc3nnc4c(C)cc5cc(C)ccc5n34)CC2)cc1	-7%
COc1ncnc2c1NC(=O)CS2	-12%
COc1ccc(N2CCN(C(=O)CSc3nnc(-c4cccnc4)n3-c3ccccc3)CC2)cc1	-8%
COc1ccccc1N=C1SC(C)CN1C(=O)C1CCC1 (stereo unspecified)	-6%
COc1cc(-c2c(C#N)c(N)nc3c2CCCC3)ccc1O	-7%
COc1cc(/C=N/O)cc(Br)c1OCc1ccc(Cl)cc1	-10%
COc1ccc(C2CC(c3c(Cl)cccc3Cl)n3nc(N)nc3N2)cc1 (stereo unspecified)	-3%
COc1ccc(/C(O)=C2/C(=O)C(=O)N(CC3CCCO3)C2c2cccc(O)c2)cc1 (stereo unspecified)	-3%
COc1cc(S(=O)(=O)NCc2cccnc2)c(OC)cc1Br	-14%
COc1ccc(-c2cc(C3CCN(c4ncccc4[N+](=O)[O-])CC3)[nH]n2)cc1	9%
COc1cc(/C=N/Nc2snc(SC)c2C#N)cc(OC)c1OC	-6%

Compound activity (PubChem BioAssay)

Some of the compounds tested. The share of hits here may be higher or lower than overall.
